High-throughput results (PubChem)
SENP1 inh: SENP1 (human) catalytic domain inhibition. Q9P0U3. recombinant SENP1 catalytic domain, CyPet-SUMO1-YPet FRET cleavage. inhibition, % at 10 µM. 360,000 tested, 0.21% active. AID 624204;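 active = inhibition at least 30% at 10 µM, raw YFP signal under a set limit, fluorescence ratio 0.5 to 1.5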;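 note: 0% = enzyme with DMSO and 100% = no enzyme wells; some results filed as inactive read as strong as hits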
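Compound: 10 µM single point, 0.5% DMSO; Test system: hSENP1 catalytic domain, recombinant; Timing: 50 min reaction at room temperature; Technique: FRET, CFP and YFP emission; Control set: no-enzyme wells low, DMSO-plus-enzyme wells high control.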
HKDC1 inh: inhibitors of human hexokinase HKDC1; inhibition, % at 20 µM; recombinant HKDC1, G6PDH/diaphorase resazurin coupled fluorescence; Q2TB90; 340,000 tested, 0.16% active;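 active = inhibition above about 35% when tested at 20 µM, limit read from the data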;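 note: plate controls were DMSO wells with enzyme for no effect and DMSO wells lacking enzyme for full effect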
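Assay system – recombinant HKDC1 (HK5) hexokinase enzyme, produced in-house · Input – HKDC1 at 5 µg/mL · Reagent – glucose plus 1 mM ATP as hexokinase substrates · Timing – 90 min reaction incubation at room temperature, dark · Measured by – G6PDH/diaphorase-coupled fluorescence, 1 mM NADP, 100 µM resazurin, 525/613 nm · Benchmarks – DMSO-enzyme wells negative, buffer-substituted wells positive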
SENP8 block-1: blocks the human protease SENP8; Q96LD8; purified SENP8, Z-RLRGG-aminoluciferin cleavage, luminescence; inhibition, % at 10 µM; 330,000 tested, 1.2% active; AID 2540; in the data active = inhibition above about 50%
SENP7 inh: SENP7 protease inhibition; 330,000 tested, 1.5% active; recombinant SENP7, Z-RLRGG-aminoluciferin luminescence, 40 min; inhibition, % at 5 µM; Q9BQF6;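 active = inhibition above about 50% at the single test dose, limit read from the data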;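 note: plate controls were DMSO with enzyme for no effect and no enzyme buffer wells for full effect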
SENP6 block: SENP6 protease inhibition; inhibition, % at 10 µM; 330,000 tested, 1.8% active; Recombinant SENP6 catalytic domain, aminoluciferin luminescence; Q9GZR1;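 active = inhibition above about 50% at the single tested dose, limit read from the data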;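 note: plate controls were DMSO wells with enzyme for no effect and DMSO wells lacking enzyme for full effect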
SENP8 block-2: inhibitors of human SENP8 protease | Q96LD8 | recombinant SENP8, Nedd8 substrate fluorescence | inhibition, % at 20 µM | 360,000 tested, 0.64% active | AID 602440; in the data active = inhibition mostly above about 40%, no sharp cut-off; inactive = mostly below about 27%
Apaf-1 inh: human Apaf-1 inhibition; O14727; 330,000 tested, 0.71% active; reconstituted apoptosome caspase-3 activity, DEVD-Rh110 fluorescence; inhibition, % at 20 µM; active = inhibition of at least 40% at 20 µM;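 note: plate controls were DMSO wells for no effect and DEVD-CHO caspase inhibitor wells for full effect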
Target sequence (O14727 whole entry, looked up): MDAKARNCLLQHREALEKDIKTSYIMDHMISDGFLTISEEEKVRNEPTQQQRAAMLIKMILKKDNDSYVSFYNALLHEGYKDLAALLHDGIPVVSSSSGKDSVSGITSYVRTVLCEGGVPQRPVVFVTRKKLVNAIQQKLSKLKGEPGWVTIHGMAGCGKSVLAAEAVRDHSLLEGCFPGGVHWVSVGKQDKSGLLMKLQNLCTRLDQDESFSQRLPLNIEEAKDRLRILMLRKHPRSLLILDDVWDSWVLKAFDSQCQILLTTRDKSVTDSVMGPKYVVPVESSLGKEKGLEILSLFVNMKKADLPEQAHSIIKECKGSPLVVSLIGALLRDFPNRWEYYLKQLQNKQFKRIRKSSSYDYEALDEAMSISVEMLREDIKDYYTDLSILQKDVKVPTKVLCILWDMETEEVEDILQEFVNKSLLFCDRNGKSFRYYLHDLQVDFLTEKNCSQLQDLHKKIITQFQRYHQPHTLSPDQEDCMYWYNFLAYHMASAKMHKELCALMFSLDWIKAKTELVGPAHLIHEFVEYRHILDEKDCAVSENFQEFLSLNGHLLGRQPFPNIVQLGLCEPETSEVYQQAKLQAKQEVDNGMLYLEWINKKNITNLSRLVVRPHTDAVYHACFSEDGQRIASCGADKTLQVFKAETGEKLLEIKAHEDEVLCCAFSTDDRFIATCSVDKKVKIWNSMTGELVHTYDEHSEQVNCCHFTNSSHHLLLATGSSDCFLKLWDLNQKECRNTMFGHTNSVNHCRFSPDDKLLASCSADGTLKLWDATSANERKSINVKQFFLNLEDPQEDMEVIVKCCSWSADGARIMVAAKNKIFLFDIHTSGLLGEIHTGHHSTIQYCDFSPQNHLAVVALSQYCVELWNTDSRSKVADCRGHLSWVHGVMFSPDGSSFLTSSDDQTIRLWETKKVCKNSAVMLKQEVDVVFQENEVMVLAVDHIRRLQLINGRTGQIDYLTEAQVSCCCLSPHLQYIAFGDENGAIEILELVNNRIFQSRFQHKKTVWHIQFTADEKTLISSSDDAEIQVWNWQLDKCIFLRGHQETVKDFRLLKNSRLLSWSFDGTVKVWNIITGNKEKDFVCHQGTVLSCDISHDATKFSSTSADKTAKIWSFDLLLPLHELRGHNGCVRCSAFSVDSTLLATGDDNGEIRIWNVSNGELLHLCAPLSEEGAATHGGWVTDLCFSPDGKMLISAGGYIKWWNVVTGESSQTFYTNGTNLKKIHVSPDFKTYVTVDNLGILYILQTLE
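System: reconstituted apoptosome with Apaf-1, cytochrome c, caspase-9, procaspase-3, dATP; Signal: Rh110 fluorescence intensity; Schedule: 30 min compound preincubation, 50 min activation, room temperature; Reagent: cytochrome c trigger plus (Z-DEVD)2-Rh110 caspase-3 substrate.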
PfGluPho inh: PfG6PD (Plasmodium falciparum) enzyme inhibition; PfGluPho enzyme, NADPH resazurin-diaphorase fluorescence; inhibition, % at 20 µM; 350,000 tested, 0.78% active; AID 504690;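 active = inhibition reaching at least a set limit at 20 µM in the primary screen, cut at about 59% in these data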;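 note: 0% = DMSO wells with substrate and 100% = DMSO wells lacking glucose-6-phosphate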
NLRP3 yeast inh: NALP3 inhibition in yeast. 330,000 tested, 0.39% active. Yeast reconstituted NLRP3/ASC/caspase-1, beta-gal luminescence, 24 h. inhibition, % at 10 µM;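 active = inhibition of 50% or more; inactive = inhibition below 50%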;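 note: plate controls were induced DMSO wells for no effect and uninduced yeast grown without galactose for full effect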
Numbers without * were called inactive; i = inactive; . = no result given.

SMILES | SENP1 inh | HKDC1 inh | SENP8 block-1 | SENP7 inh | SENP6 block | SENP8 block-2 | Apaf-1 inh | PfGluPho inh | NLRP3 yeast inh
Nc1ncnc2c1ncn2[C@@H]1O[C@H](CNS(=O)(=O)C2CC2)[C@@H](O)[C@H]1O | 0 | -5 | . | 4 | . | 4 | 6 | 3 | .
COc1ccc(/C(C)=N/N2CCCCC2)c(O)c1 | 0 | -5 | -3 | 8 | -8 | 13 | 6 | 6 | 4
CC#CC(=O)N1CCCC(C(=O)c2ccc(SC)cc2)C1 (stereo not drawn) | 2 | -5 | -9 | -3 | 7 | 12 | 2 | -23 | 12
CNc1nc(=O)n(C2CCCO2)cc1C (stereo not drawn) | 2 | 2 | . | . | . | 11 | . | 5 | .
COc1cccc(N(CC(=O)NCCSCc2ccc(C)cc2)S(C)(=O)=O)c1 | 0 | -6 | 3 | 7 | 12 | 6 | 4 | -6 | 11
CCN(CC(=O)Nc1ccc(NC(C)=O)cc1)C(=O)c1ccc(N2CCCC2)c([N+](=O)[O-])c1 | 4 | -4 | -8 | 3 | -3 | 25 | 8 | 5 | 17
CN(C(=O)CN1C(=O)c2ccccc2S1(=O)=O)C1CCCCC1 | 2 | -6 | 5 | 3 | -7 | 7 | 0 | 17 | 18
COC(=O)C(Cc1ccc(O)cc1)NC(=O)C(C)Oc1ccccc1 (stereo not drawn) | 1 | -10 | -2 | 3 | 12 | 11 | -24 | 1 | 6
O=C(NC1CC1)c1cccc(NC(=O)C2CCN(S(=O)(=O)c3cccc(C(F)(F)F)c3)CC2)c1 | 1 | -1 | . | . | . | 7 | . | -2 | .
COc1cc(OC)c(C2=NOC(C(=O)NCc3cccnc3)C2)cc1Cl (stereo not drawn) | 0 | -6 | -10 | 3 | 10 | 3 | 7 | 4 | 20
NNc1nc(Nc2ccccc2)nc(Nc2ccccc2)n1 | 1 | 9 | -10 | -3 | -34 | 13 | 13 | 3 | 33
Cc1cc(C)cc(NC(=O)C2CC(=O)n3ncnc3N2)c1 (stereo not drawn) | 1 | -4 | 5 | 0 | 0 | 15 | -25 | -3 | -9
C=C1CSc2nc(=O)c3c(C)c(C)sc3n21 | -5 | 0 | . | . | . | 16 | . | 7 | .
COc1ccc2c(c1)c1nc3ccccc3nc1n2Cc1ccc(OC)c(OC)c1 | 39* | -7 | . | . | . | 17 | . | 21 | .
Cn1c2ccccc2c(=O)c2cc(C#CC3(O)CCCCC3)ccc21 | -29 | 2 | 92* | 97* | 96* | i | 24 | 62* | -35
O=C(CN1C(=O)C2C3C=CC(C3)C2C1=O)N1CCc2ccccc2C1 (stereo not drawn) | -1 | -6 | -2 | -6 | -12 | 18 | -12 | -4 | 14
Cc1ccc(S(=O)(=O)N(C)S(=O)(=O)c2ccc(C#N)cc2)cc1 | . | . | 0 | -2 | -13 | . | 8 | . | 25
O=C(/C=C/c1ccc2ccccc2n1)c1cc(Cl)ccc1O | -25 | 18 | -22 | -2 | -5 | -18 | 11 | 7 | 17
COc1cc(C2NCC(c3ccc(Cl)cc3Cl)c3c2[nH]c2ccccc32)cc(OC)c1OC (stereo not drawn) | 1 | 18 | -8 | -4 | -5 | -3 | 21 | 13 | 15
CC(C)c1ccc2[nH]c3c(c2c1)CCCC3=O | 0 | 3 | -11 | -3 | -10 | -429 | 13 | 6 | -51
C/C(=N/N=C(/N)SCc1ccccc1)C(C)(C)C | 1 | -6 | 2 | -3 | -10 | 19 | 0 | -2 | -2
CC1CC(C)CN(c2nc3c(c(=O)n(C)c(=O)n3C)n2C)C1 (stereo not drawn) | 2 | 0 | 4 | 2 | -7 | 16 | -32 | 4 | 14
COc1ccc(OC)c(NC(=O)COc2ccc(Br)cc2)c1 | 0 | -3 | -6 | -3 | -8 | 11 | 7 | 13 | 36
CCC(CO)Oc1cc(NCc2cccc(C(F)(F)F)c2)c2ncn(C(C)C)c2c1 (stereo not drawn) | -27 | 17 | 4 | 5 | 14 | 14 | 41* | 18 | 17
CCn1nc(C)c(CNC(=O)Nc2ccc3c(c2)OCO3)c1C | 0 | -9 | -10 | 8 | 3 | 8 | -2 | 9 | -1

Entries above marked active in SENP7 inh.
Structure | SENP1 inh | HKDC1 inh | SENP7 inh | SENP6 block | PfGluPho inh | NLRP3 yeast inh
Cn1c2ccccc2c(=O)c2cc(C#CC3(O)CCCCC3)ccc21 | -29 | 2 | 97* | 96* | 62* | -35

Next part
SMILES | SENP1 inh | HKDC1 inh | SENP8 block-1 | SENP7 inh | SENP6 block | SENP8 block-2 | Apaf-1 inh | PfGluPho inh | NLRP3 yeast inh
COC(=O)NCc1ccc(Cl)c(Cl)c1 | 2 | -5 | -6 | 1 | 3 | 8 | -71 | 12 | 6
Cc1ccc2nc(C3CCCN(C(=S)Nc4cccc(C)c4C)C3)[nH]c2c1 (stereo not drawn) | 1 | -2 | -5 | 15 | -3 | 7 | -15 | 18 | 20
Cc1ccc(Cn2c(C3CCCN3c3nc(-c4ccc(F)cc4)cs3)nc3cc(C(F)(F)F)ccc32)cc1 (stereo not drawn) | -12 | 6 | -6 | -8 | -16 | -52 | 17 | 17 | 9
NC(=O)c1ccc(=O)n(C2OC(CO)C(O)C2O)c1 (stereo not drawn) | 1 | -5 | . | . | . | 12 | . | -11 | .
CCN(CC(=O)NCc1ccc(F)cc1)C(=O)CN1CCN(c2ccccc2OC)CC1 | 1 | -4 | 1 | 6 | 2 | 6 | -2 | -4 | 14
CCOc1ccc(NC(=O)CN2CCN(C3c4ccccc4-c4ccccc43)CC2)cc1 | 4 | -1 | -1 | 4 | 4 | 9 | 4 | 14 | 17
COc1ccc(/C=C2\CCC(C3CCCC3)C2=O)cc1OC (stereo not drawn) | -7 | -1 | -5 | 1 | 12 | 17 | 12 | 14 | 19
Nc1cccc(CCc2nc3ccccc3[nH]2)c1 | 0 | -4 | -14 | -8 | -10 | 11 | 8 | 1 | 1
COc1ccc(NC(=O)CCn2c(=O)c3cccn3c3ccccc32)c(OC)c1 | 2 | 3 | 2 | -3 | 6 | -30 | 7 | -7 | 15
CCOC(=O)NC(NC(=S)Nc1ccc(OC)cc1)C(Cl)(Cl)Cl (stereo not drawn) | 2 | 12 | -6 | 2 | 7 | 0 | -11 | 9 | 5
COC(=O)c1ccccc1NC(=O)C(CCS(C)(=O)=O)NC(C)=O (stereo not drawn) | 2 | -3 | -5 | 5 | -7 | 6 | 4 | -11 | 6
COc1ccc(OC)c(S(=O)(=O)N2CCC(C(=O)NC3CC3)CC2)c1 | 2 | -3 | -5 | -3 | -15 | 4 | 4 | -4 | 18
CCCCn1c(N)c(N(CC)C(=O)c2c(C)noc2C)c(=O)[nH]c1=O | 1 | -2 | -2 | 5 | -15 | 14 | 4 | -11 | 8
CC(=O)Nc1ccc(C(=O)N/N=C(\C)CC(=O)Nc2ccc(OCc3ccccc3)cc2)cc1 | -2 | -10 | -8 | -14 | -6 | 23 | 5 | -10 | 13
CCOC(=O)c1ccc2ncc(C(=O)OCC)c(NCCCN3CCOCC3)c2c1 | 2 | -2 | 5 | -6 | 3 | -51 | -8 | 6 | 4
O=C(Nc1ccccc1Oc1ccccc1)c1cccs1 | 3 | 0 | -5 | -2 | -22 | 14 | 6 | -6 | -25
O=C(Nc1cccnc1)C1CCCN(c2ncnc3c2nc2n3CCCCC2)C1 (stereo not drawn) | 0 | 1 | 6 | 1 | -12 | 14 | 4 | 27 | -4
CSc1nc(C)cc(OCC(=O)N2CCOCC2)n1 | 2 | -2 | -11 | 1 | -9 | 14 | -2 | -1 | 10
CN(Cc1ccccc1)C(=O)c1cccc(NC(=O)Cc2ccc(NC(=O)C3CCN(S(=O)(=O)c4cccc([N+](=O)[O-])c4)CC3)cc2)c1 | 4 | -6 | . | . | . | 8 | . | -13 | .
CCOC(=O)c1[nH]c2ccccc2c1NC(=O)Nc1ccc(OC)cc1 | 1 | -7 | -9 | -2 | -2 | -343 | 0 | -21 | 15
CCOC(=O)C1CCCN(c2c(C(=O)c3ccccc3)cnc3ccccc23)C1 (stereo not drawn) | 0 | -6 | -3 | 3 | 1 | 7 | 8 | 11 | 4
Clc1nc(CN2CCOCC2)nc2sc3c(c12)CCC3 | 0 | -3 | -4 | -7 | 1 | 0 | 7 | -8 | 34
O=C(Nc1ccc(Cl)cc1)OCCn1nnnc1C(c1ccccc1Cl)N1CCOCC1 (stereo not drawn) | 0 | 0 | 7 | 11 | 17 | 2 | 16 | 27 | 15
CCOC(=O)C1=C(c2ccccc2)NC(N)=NC1c1ccc(OCc2ccc(C(=O)OC)cc2)cc1 (stereo not drawn) | -4 | -4 | -9 | 6 | -7 | 29 | 61* | 31 | 2
Cc1ccc(S(=O)(=O)N2CCCC(C(=O)N(Cc3cccs3)C3CC3)C2)cc1 (stereo not drawn) | 2 | -1 | 1 | 1 | 6 | 16 | 11 | 6 | -6
Cn1c(N)c(C(=O)/C=C/c2ccccc2)c(=O)[nH]c1=O | -34 | -1 | 2 | 3 | 6 | -23 | 0 | 13 | 11
O=C(c1ccc(Cl)c(Cl)c1)N1CCC(=O)N(C(CO)Cc2ccccc2)CC1 (stereo not drawn) | -3 | -4 | 2 | 11 | -6 | 2 | 7 | -5 | 23

Some of these compounds in order of number of heavy atoms, falling:
SMILES | SENP1 inh | HKDC1 inh | SENP8 block-1 | SENP7 inh | SENP6 block | SENP8 block-2 | Apaf-1 inh | PfGluPho inh | NLRP3 yeast inh
CCOC(=O)c1ccc2ncc(C(=O)OCC)c(NCCCN3CCOCC3)c2c1 | 2 | -2 | 5 | -6 | 3 | -51 | -8 | 6 | 4
CCOC(=O)NC(NC(=S)Nc1ccc(OC)cc1)C(Cl)(Cl)Cl (stereo not drawn) | 2 | 12 | -6 | 2 | 7 | 0 | -11 | 9 | 5
Nc1cccc(CCc2nc3ccccc3[nH]2)c1 | 0 | -4 | -14 | -8 | -10 | 11 | 8 | 1 | 1

An excerpt from above, showing only Apaf-1 inh, SENP8 block-1 and SENP1 inh:
SMILES	Apaf-1 inh	SENP8 block-1	SENP1 inh
CSc1nc(C)cc(OCC(=O)N2CCOCC2)n1	-2	-11	2
Cc1ccc(S(=O)(=O)N2CCCC(C(=O)N(Cc3cccs3)C3CC3)C2)cc1 (stereo not drawn)	11	1	2
CN(Cc1ccccc1)C(=O)c1cccc(NC(=O)Cc2ccc(NC(=O)C3CCN(S(=O)(=O)c4cccc([N+](=O)[O-])c4)CC3)cc2)c1	.	.	4
CC(=O)Nc1ccc(C(=O)N/N=C(\C)CC(=O)Nc2ccc(OCc3ccccc3)cc2)cc1	5	-8	-2
COc1ccc(OC)c(S(=O)(=O)N2CCC(C(=O)NC3CC3)CC2)c1	4	-5	2

Not a retest: an excerpt of the list.
SMILES | SENP1 inh | HKDC1 inh | SENP8 block-1 | SENP7 inh | SENP6 block | SENP8 block-2 | Apaf-1 inh | PfGluPho inh | NLRP3 yeast inh
COC(=O)NCc1ccc(Cl)c(Cl)c1 | 2 | -5 | -6 | 1 | 3 | 8 | -71 | 12 | 6
Cc1ccc2nc(C3CCCN(C(=S)Nc4cccc(C)c4C)C3)[nH]c2c1 (stereo not drawn) | 1 | -2 | -5 | 15 | -3 | 7 | -15 | 18 | 20
Cc1ccc(Cn2c(C3CCCN3c3nc(-c4ccc(F)cc4)cs3)nc3cc(C(F)(F)F)ccc32)cc1 (stereo not drawn) | -12 | 6 | -6 | -8 | -16 | -52 | 17 | 17 | 9
